# PTHR1 agonist = PTHR1 (human) receptor agonism; HEK293 GP2 PTHR1 cells, GloSensor cAMP luminescence, 1 h; Q03431; Potency, µM (series often up to 115 µM), for inactives: top-dose activation, most hits filed as activators; hit rate 0.075% among 410,000; active = well fitted activation curve with a large enough effect; inconclusive = small, poorly fitted or top-dose-only effect, or another doubt; inactive = no such curve, though single readings can be large or run the other way; also: potency is read from the fitted curve at half-maximal effect; nearly all actives have a fitted effect of over 55% in size; some results filed as inactive show a strong effect at the top dose; inactives centre near -15; many of its hits are not listed in these tables
# Target sequence (Q03431 whole entry, looked up): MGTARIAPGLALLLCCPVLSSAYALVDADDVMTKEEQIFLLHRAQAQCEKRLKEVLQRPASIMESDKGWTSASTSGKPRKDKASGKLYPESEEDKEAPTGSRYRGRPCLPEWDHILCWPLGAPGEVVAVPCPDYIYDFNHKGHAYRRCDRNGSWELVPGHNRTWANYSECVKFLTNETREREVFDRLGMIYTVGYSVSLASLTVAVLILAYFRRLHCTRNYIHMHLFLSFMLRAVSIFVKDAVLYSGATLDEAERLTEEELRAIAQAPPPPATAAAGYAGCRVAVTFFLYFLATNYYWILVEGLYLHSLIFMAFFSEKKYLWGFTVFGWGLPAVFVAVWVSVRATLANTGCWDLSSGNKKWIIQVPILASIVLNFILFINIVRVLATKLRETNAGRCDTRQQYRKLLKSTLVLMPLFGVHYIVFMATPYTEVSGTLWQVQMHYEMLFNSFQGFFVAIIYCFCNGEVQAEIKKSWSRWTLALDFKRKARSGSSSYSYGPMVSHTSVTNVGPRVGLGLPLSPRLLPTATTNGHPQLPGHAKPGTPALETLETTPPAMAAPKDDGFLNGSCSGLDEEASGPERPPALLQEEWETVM
#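 HEK-293-derived GP2 cells expressing PTHR1 and a GloSensor cAMP reporter, 3,000/well, plated overnight, given luciferin plus IBMX (each 0.5 mM as added) for 1 h at 37 °C, then compound for 1 h at 37 °C. Luminescence was read after 15 min at room temperature.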
# DRD3 agonist = agonists of human D3 dopamine receptor; hit rate 0.58% among 410,000; D3R DiscoveRx beta-arrestin cells, luminescence, 90 min; max activation, %; P35462; in the data active = max activation above about 30%; also: 0% is about no effect; mostly tested at two doses, the higher about 12 µM
# Target sequence (P35462 whole entry, looked up): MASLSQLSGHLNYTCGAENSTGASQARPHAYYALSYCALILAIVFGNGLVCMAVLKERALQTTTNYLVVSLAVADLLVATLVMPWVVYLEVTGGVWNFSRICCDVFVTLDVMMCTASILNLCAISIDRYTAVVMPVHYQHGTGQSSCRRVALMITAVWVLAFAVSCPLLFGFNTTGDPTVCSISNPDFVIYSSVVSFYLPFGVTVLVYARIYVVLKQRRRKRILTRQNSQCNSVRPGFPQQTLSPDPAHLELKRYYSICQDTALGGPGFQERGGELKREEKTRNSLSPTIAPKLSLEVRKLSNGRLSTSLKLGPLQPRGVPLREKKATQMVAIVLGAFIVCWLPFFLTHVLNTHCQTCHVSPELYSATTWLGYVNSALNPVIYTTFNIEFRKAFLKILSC
#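 Agonist-mode cell screen: cells plated at 1500/well and incubated overnight at 37 °C, then exposed to library compounds for 90 min at 37 °C. Detection reagent was added for 30–60 min at room temperature, and luminescence was read.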
# * hit, by the source's call; i = inactive; ? = inconclusive; [ ] = dose if it differs, or a comment. Some of the compounds tested. The share of hits here may be higher or lower than overall.
Structure	PTHR1 agonist	DRD3 agonist
CCOc1ccc(CCNC(=O)c2ccc(-n3c(C)cc4c3CCC(C)C4)cc2)cc1OCC (stereo unspecified)	-6%	-13
COc1cc(NC(=O)N2CCC(CN3CCOCC3)CC2)cc(OC)c1OC	-6%	-4
Cc1ccccc1-c1noc(CSc2nnc(Cc3ccccc3)n2-c2ccc(F)cc2)n1	-19%	9
CC(=O)Nc1ccc(Nc2ncnc3c2cnn3C)cc1	21%	7
O=C(CCS(=O)(=O)c1nc(-c2cccs2)cc(C(F)(F)F)n1)Nc1cccc(O)c1	-94%[inhibitor]	-25
COC(=O)c1scc(-c2ccc(C)cc2)c1S(=O)(=O)Nc1ccc(NC(C)=O)cc1	-22%	-27
Cc1nnc(C)n1-c1ccc(C(=O)Nc2cccc(Br)c2)cc1	i	7
Cc1cc(C)n(-c2nc(C)c(C)c(=O)n2CC(=O)Nc2cccc([N+](=O)[O-])c2)n1	i	-14
COc1ccccc1C(=O)N1CCC(c2noc(-c3ccc(S(=O)(=O)N4CCCC4)cc3)n2)CC1	-36%[inhibitor]	9
Cc1ccc(Cl)cc1N1CCN(C(=O)c2ccc3c(c2)N(Cc2ccccc2)CCS3)CC1	-4%	9
COc1ccccc1-c1noc(CCCC(=O)Nc2cc(C)ccc2C)n1	-12%	-6
COc1ccc(CCNC(=O)c2ccc(Cn3c(SCC(=O)NCCC(C)C)nc4cc5c(cc4c3=O)OCO5)cc2)cc1OC	5%	-1
O=C(Nc1nc2n(n1)C(c1ccc(F)cc1)C=C(c1ccc(Cl)cc1)N2)c1ccco1 (stereo unspecified)	-35%	7
CCOc1ccccc1NC(=O)N1CCCn2nc(C)cc21	i	9
CCc1ccccc1Nc1cc(C(=O)NCc2ccc(C)cc2)c2ccccc2n1	-22%	-8
CCOC(=O)c1cnc2c(ccc3ccccc32)c1Nc1ccc(OC)c(OC)c1	-8%	14
COc1ccc(CNC(=O)c2c(O)nc3c(C)cccn3c2=O)cc1	28%	-14
COc1ccc(C(=O)NCC(c2ccc(N(C)C)cc2)N2CCCC2)c(OC)c1 (stereo unspecified)	0%	-20
CCN1C(=O)c2ccccc2Sc2ccc(NC(=O)c3ccc(Cl)cc3)cc21	i	9
CCOCC(=O)Nc1ccc(-c2cn3c(C)csc3n2)cc1	i	-6
CCCCn1c(SCC(=O)Nc2cccc(OC)c2)nc2ccsc2c1=O	?	-4
O=C(CSc1nc2c([nH]c3ccccc32)c(=O)n1-c1ccc(Cl)cc1)N1CCOCC1	-13%	-4
CCc1ccccc1N1CC(c2nc3ccccc3n2CCC2CCCCC2)CC1=O (stereo unspecified)	-95%[inhibitor]	-17
CCOc1ccc(C(=O)N2CCN(Cc3cc(=O)n4nc(-c5ccccc5Cl)sc4n3)CC2)cc1	i	7
COc1cc(Cl)c(S(=O)(=O)NCCc2c(C)[nH]c3c(C)cccc23)cc1Cl	-6%	-13

# Additional structures:
Structure	PTHR1 agonist	DRD3 agonist
CCOC(=O)c1ccccc1NC(=O)c1sc2nc3n(c(=O)c2c1C)CCCC3	?	9
Cc1cc(C)n(-c2nc(C)c(C)c(=O)n2CC(=O)Nc2ccc(OC(F)(F)F)cc2)n1	i	-19
COc1ccc(C(=O)n2nc(N)c3cc4ccc(C)cc4nc32)cc1OC	i	4
COc1cccc(OCc2nc3ccccc3n2CCOc2ccc(C)cc2)c1	-93%[inhibitor]	2
O=C(c1cccc(Cl)c1)n1nc(-c2cccnc2)nc1NCc1ccccc1	i	-10
Cc1nn(-c2ccccc2)c2c1cc1c(=O)[nH]c(=O)nc-1n2-c1cccc(Cl)c1	-13%	6
Cc1ccccc1-c1nc(SCC(=O)NCc2ccc(F)cc2)c2c(=O)n(C)c(=O)n(C)c2n1	i	1
O=C(Cn1ccc2cc(S(=O)(=O)N3CCCC3)ccc21)NCc1ccccc1Cl	-1%	6
COc1ccccc1Nc1c2c(nc3ccc(NC(=O)c4ccc(OC)c(OC)c4)cc13)CCCC2	-69%[inhibitor]	-21
O=C(CCn1nc(-c2ccc(Cl)cc2)c2ccccc2c1=O)Nc1ccc(OC(F)(F)F)cc1	-54%[inhibitor]	-9
CCOc1ccc(S(=O)(=O)NCCc2csc(-c3ccc(Cl)cc3)n2)cc1	-29%	6
CCC1CN(C(=O)C2CCN(S(=O)(=O)c3c(C)noc3/C=C/c3ccc(C)cc3)CC2)c2cc(C)ccc2O1 (stereo unspecified)	-22%	1
COc1cccc(C(=O)NC2CC(=O)N(c3ccc4c(c3)OCCO4)C2)c1OC (stereo unspecified)	-23%	0
Cc1cccc(-c2nc3scc(CCNC(=O)c4ccccc4Cl)n3n2)c1	-25%	3
CCc1ccc(NC(=O)c2ccc(CN3CC(=O)N4CCCCC4C3=O)cc2)cc1 (stereo unspecified)	i	-5
O=[N+]([O-])c1cc(-c2nc(-c3ccccc3)no2)ccc1N1CCN(c2ccccc2)CC1	i	6
O=C(CSc1cn(CC(=O)N2CCCC2)c2ccccc12)Nc1ccccc1C(F)(F)F	-26%	10
CN(C)S(=O)(=O)c1ccc2c(c1)nnn2CCNC(=O)Nc1ccc(Cl)cc1	-33%[inhibitor]	9
CCc1ccc(CN(Cc2cn[nH]c2-c2ccc(OC)cc2)C(=O)Nc2ccc(Br)cc2)cc1	-9%	17
CCN1CCc2nc3sc(C(=O)c4ccccc4)c(N)c3cc2C1	-19%	-3
Cc1cc(NC(=O)C2CCCN(S(=O)(=O)c3cccc4nsnc34)C2)ccc1Br (stereo unspecified)	-21%	5
CCOc1ccc(/C=C(\C#N)C(=O)Nc2sc3c(c2C(=O)OC)CCC3)cc1OC	-13%	3
c1ccc(-c2cc3ncc4c(n3n2)-c2ccccc2OC4)cc1	-16%	14
Cc1cccc(-c2nc3scc(CCNS(=O)(=O)c4ccc(Oc5ccccc5)cc4)n3n2)c1	-21%	3
COc1c(C)cccc1C(=O)Nc1cccc2ccc(C)nc12	-34%[inhibitor]	-15

# Further entries:
Structure	PTHR1 agonist	DRD3 agonist
Cc1ccc(Cn2cc(C(=O)c3ccc4c(c3)OCO4)c(=O)c3cc(C)ccc32)cc1	-9%	2
CCOCCCNC(=O)c1ccc(-n2c(-c3ccccc3)cc3c2CCCC3)cc1	-16%	3
COc1cccc(C(=O)NCC(=O)OCc2cc(=O)n3c(C)csc3n2)c1	i	17
Cc1cc(C(=O)Nc2ccc(C(C)C)cc2)c2c(C)nn(-c3ccccc3)c2n1	-7%	-10
COc1cccc(CNC(=O)c2cc3cc(C)ccc3n2C)c1	-3%	10
COc1ccc2c(C)c(CCC(=O)NCc3ccccc3OC)c(=O)oc2c1	i	-5
Cc1cc(C)c(NC(=O)Cn2nnc(-c3ccccc3)n2)c(C)c1	i	3
CCOC(=O)c1cc(-c2ccc(C)cc2)n(CC(=O)Nc2ccc(OC)cc2OC)c1C	-22%	-1
CC(=O)c1ccc(N2CCN(C(=O)c3cc4c(s3)-c3ccccc3OC4)CC2)cc1	-47%[inhibitor]	-8
Cc1ccc(CNC(=O)c2cccc(NC(=O)N3CCSc4ncccc43)c2)cc1	-79%[inhibitor]	7
COc1ccc(CNc2oc(-c3ccc(COc4ccc(Cl)cc4)o3)nc2C#N)cc1	i	-6
COc1ccc(-c2nnc(SCC(=O)Nc3cccc(C(F)(F)F)c3)s2)cc1	i	-5
Cn1cccc1-c1cc2n(n1)CCC(=O)N2CCCC(=O)NCc1cccc(Cl)c1	26%	1
Cc1cc(C)n2nc(NCc3ccccc3Cl)nc2n1	-43%[inhibitor]	-6
Cc1nn(C(C)C(=O)NC2CCC(C)CC2)c(=O)c2cc3sccc3n12 (stereo unspecified)	-53%[inhibitor]	-21
CCOc1ccc(CNC(=O)c2cccc(Nc3nc4ccccc4n4nnnc34)c2)cc1OC	-33%	-3
COc1ccc(-c2nn(C)c3sc(C(=O)N4CCN(c5cccc(C)c5C)CC4)cc23)cc1OC	-2%	2
COc1cccc(C2c3c(oc4ccc(C)cc4c3=O)C(=O)N2CCCN2CCOCC2)c1OC (stereo unspecified)	-7%	-14
CCC(=O)N1CCc2cc(CNC(=O)c3ccc(OC)cc3)ccc21	i	-8
CN1CCN(c2ncc3c(n2)CCN(Cc2ccc(Br)s2)C3)CC1	17%	-20
Cc1ccc2oc3c(c(=O)c2c1)C(c1ccc([N+](=O)[O-])cc1)N(CCCN1CCOCC1)C3=O (stereo unspecified)	-50%[inhibitor]	7
O=C(Nc1ccc(Cl)c(C(F)(F)F)c1)c1nc2ccccc2nc1N1CCCCC1	-23%	1
O=C(NC1CCCC1)c1ccc2c(=O)n(Cc3ccccc3)c(SCc3ccccc3F)nc2c1	7%	-9
COc1cc(C2C(=O)N(C3CCCCC3)CC(=O)N2CCc2ccccc2)ccc1OC(C)C (stereo unspecified)	-14%	-16
Cc1c2cnn(-c3ccccc3)c(=O)c2c(C)n1CCCC(=O)Nc1cccc(F)c1	i	-12

# More results follow:
Structure	PTHR1 agonist	DRD3 agonist
COc1ccc(NC(=O)c2cn(-c3ccccc3)nc2-c2ccc(C)cc2)cc1	i	0
CCCOC(=O)c1c(NC(=O)c2nc3ncccn3n2)sc(C(N)=O)c1C	-10%	-9
CCOc1ccc(C(=O)Nc2ccc(C(=O)OCc3cc(=O)n4nc(CC)sc4n3)cc2)cc1	i	7
CCCn1ccc2c(OCC(=O)Nc3ccc(F)cc3F)cccc2c1=O	i	-3
COc1ccc(C)c2sc(NC(=O)c3ccc(S(=O)(=O)N(C)C)cc3)nc12	i	6
CN(CC(=O)Nc1cccc(F)c1)S(=O)(=O)c1ccc2c(c1)n(C)c(=O)c(=O)n2C	i	-9
CCOCCCNC(=O)C(NC(=O)C1CCC(C)CC1)C(C)C (stereo unspecified)	1%	1
Cc1cc(C)c2nc(N3CCCC(C(=O)NCc4ccccc4F)C3)sc2c1 (stereo unspecified)	i	9
CCc1cccc(NC(=O)CCc2nc3cccnc3n2-c2ccccc2)c1	-10%	-11
Cc1cc2nc3c(=O)n(C)c(=O)n(C)c3nc2cc1N=CN(C)C	9%	3
COc1ccc(-c2cc(C(=O)OC(C)C(=O)c3ccccc3)c3cccc(Cl)c3n2)cc1 (stereo unspecified)	i	-2
Cc1c(Cl)cccc1NC(=O)c1ccc(NC(=O)N2CCSc3ncccc32)cc1	i	4
CN(Cc1ccccc1)C(=O)c1ccc2c(c1)N(Cc1ccccc1Cl)C(=O)c1ccccc1S2	-23%	-12
Cc1c(-c2ccccc2)n(-c2ccccc2O)c2nc3c(c(=O)n(C)c(=O)n3C)n12	-22%	13
O=C(Cn1cnc2onc(-c3ccc(F)cc3)c2c1=O)Nc1cccc(C(F)(F)F)c1	i	1
COc1ccccc1NC(=O)Cn1c(=O)n(CCCCCC(=O)NCc2ccccc2)c(=O)c2sccc21	i	-6
COc1ccc(OC)c(NC(=O)CSc2c3c(nc4ccccc24)CCCC3)c1	-36%[inhibitor]	-10
COc1ccccc1C(=O)Nc1cccc(C(=O)OCc2cc(=O)n3c4c(sc3n2)CCCC4)c1	-10%	-7
Cc1cc(C)c(-c2csc(-c3cc4ccccc4oc3=O)n2)cc1C	i	-4
COc1ccccc1OCCn1c(NC(=O)c2ccccc2Cl)nc2ccccc21	i	-13
CC(C)n1c(=N)c(C(=O)NC2CCCCC2)cc2c(=O)n3ccccc3nc21	-24%	4
O=C(Cn1c(SCC(=O)Nc2ccc(F)cc2)nc2ccccc21)NCc1ccc(F)cc1	-24%	2
CCCN(C(=O)CCc1nc(-c2ccc(C)cc2)no1)c1ccc(OCC)cc1	i	-3
O=C(CCCn1c(=O)[nH]c2ccccc2c1=O)N1CCN(c2ccccc2)CC1	-22%	-5
Cc1ccc(-n2nc(C(=O)NCCc3cccc(C)c3)c3c4ccccc4n(C)c3c2=O)cc1	-23%	-30
Cc1cc(C)cc(N2CCn3c2nc2c3c(=O)n(Cc3ccc(Cl)cc3)c(=O)n2C)c1	?	-4
CCc1ccc(NC(=O)N2CCN(c3nnc(C)c4c(C)n(-c5ccc(Cl)cc5)nc34)CC2)cc1	-6%	-16
CCCCNC(=O)C(CC)Sc1nnc(-c2ccc(OC)c(OC)c2)c(-c2ccc(OC)c(OC)c2)n1 (stereo unspecified)	i	5

# Given field by field: part of the list above
> CCCn1ccc2c(OCC(=O)Nc3ccc(F)cc3F)cccc2c1=O
  PTHR1 agonist: i
  DRD3 agonist: -3

> COc1ccccc1OCCn1c(NC(=O)c2ccccc2Cl)nc2ccccc21
  PTHR1 agonist: i
  DRD3 agonist: -13

> CCOCCCNC(=O)C(NC(=O)C1CCC(C)CC1)C(C)C (stereo unspecified)
  PTHR1 agonist: 1%
  DRD3 agonist: 1

> COc1ccc(OC)c(NC(=O)CSc2c3c(nc4ccccc24)CCCC3)c1
  PTHR1 agonist: -36%[inhibitor]
  DRD3 agonist: -10

# Gathered by group: the compounds so far containing a cyano group.
Structure	PTHR1 agonist	DRD3 agonist
CCOc1ccc(/C=C(\C#N)C(=O)Nc2sc3c(c2C(=O)OC)CCC3)cc1OC	-13%	3
COc1ccc(CNc2oc(-c3ccc(COc4ccc(Cl)cc4)o3)nc2C#N)cc1	i	-6

# Screens (PubChem)
